From PubChem BioAssay
PAX8 reporter = lowers PAX8-driven luciferase in RMG-I cells; RMG-I TPO-luciferase reporter, SteadyGlo, 24 h; inhibition, % at 12.6 µM; hit rate 1.2% among 360,000; AID 652154;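 active = mean replicate inhibition at least 60% with every replicate also reaching 60%; inconclusive = only one of the two criteria is met; inactive = mean below 60% and not all replicates reaching 60%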;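 note: luciferase light reporting Pax8 driven TPO promoter activity; plate controls were median of neutral control wells for no effect and mitoxantrone controls for full effect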
INS-1E GSIS act = primary screen for activators of insulin secretion dependent on glucose, INS-1E cells, GLuc reporter luminescence; INS-1E GLuc reporter insulin secretion, 2-3 h; hit rate 0.61% among 370,000; activation, % at 16.6 µM;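 active = lowest replicate activation of at least 40%, so every replicate reaches that level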;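 note: 0% = median of neutral control wells and 100% = median of IBMX positive control wells; some compounds called inactive have numbers as strong as hits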
XiGFP reactiv = reactivates the inactive X chromosome in mouse fibroblasts; XiGFP mouse fibroblasts, % GFP-positive cells imaging, 3 d; cells co-treated with 5-aza-dC sensitizer; scaled so ellipticine positive control = 100%; activation, % at 7.58 µM; hit rate 0.055% among 360,000; AID 743238;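 active = mean normalized replicate activation at least 10% and every replicate at or above 10%; inconclusive = only one of the two criteria met; inactive = mean below 10% and not all replicates reach 10%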;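 note: 0% = median of on-plate neutral control wells and 100% = ellipticine 6 µM median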
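Material: XiGFP fibroblasts, SV40-immortalized. Buffer or medium: DMEM plus 5-aza-dC sensitizer. Compound: single concentration per compound, delivered by pin transfer. Times: 3 days compound exposure. Controls: ellipticine 6 µM.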
EWS-Fli block = blocks EWS/Fli oncoprotein-driven transcription; inhibition, % at 12.6 µM; hit rate 0.67% among 350,000; A673 NR0B1-luciferase reporter, viability-normalised;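 active = mean inhibition of at least 50% after viability correction, with every replicate also passing that limit; inconclusive = mean reaches 50% but only one of two replicates passes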;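 note: firefly luciferase signal divided by Alamar Blue viability fluorescence both relative to DMSO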
DENV2 CPE rescue = DENV2-induced cell death inhibition | DENV2-infected cells, cytopathic effect rescue, plate reader | CPE inhibition, % at 9.99 µM | hit rate 1.7% among 350,000 | AID 651640; in the data active = CPE inhibition above about 20%, passing the limit was not always enough; inconclusive = no clear call, values can overlap the other calls; tested in BHK-21 cells;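 note: 0% = median of neutral control wells and 100% = median of positive control wells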
ARNT-TACC3 inh = ARNT/TACC3 interaction disruption; hit rate 0.66% among 390,000; inhibition, % at 9.99 µM; AID 623870; AlphaScreen His-ARNT PAS-B/GST-TACC3 binding, luminescence; TACC3 fragment carries E629A point mutation;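 active = mean inhibition of replicates at least 50% and at least half of replicates each reaching 50%; inconclusive = half or more replicates reach 50% but mean below 50%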;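 note: 0% = complete ARNT plus TACC3 wells and 100% = ARNT alone without TACC3; many hits fall short of the cut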
ERp5 block = inhibitors of human ERp5. hit rate 0.05% among 350,000. inhibition, % at 9.99 µM. ERp5 insulin aggregation, absorbance 650 nm, 90 min. AID 651711;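 active = mean replicate inhibition above about 25%, with every replicate also reaching it, limit read from the data, passing the limit was not always enough; inconclusive = only one of those two criteria met; inactive = neither criterion met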
Target sequence (Q15084 whole entry, looked up): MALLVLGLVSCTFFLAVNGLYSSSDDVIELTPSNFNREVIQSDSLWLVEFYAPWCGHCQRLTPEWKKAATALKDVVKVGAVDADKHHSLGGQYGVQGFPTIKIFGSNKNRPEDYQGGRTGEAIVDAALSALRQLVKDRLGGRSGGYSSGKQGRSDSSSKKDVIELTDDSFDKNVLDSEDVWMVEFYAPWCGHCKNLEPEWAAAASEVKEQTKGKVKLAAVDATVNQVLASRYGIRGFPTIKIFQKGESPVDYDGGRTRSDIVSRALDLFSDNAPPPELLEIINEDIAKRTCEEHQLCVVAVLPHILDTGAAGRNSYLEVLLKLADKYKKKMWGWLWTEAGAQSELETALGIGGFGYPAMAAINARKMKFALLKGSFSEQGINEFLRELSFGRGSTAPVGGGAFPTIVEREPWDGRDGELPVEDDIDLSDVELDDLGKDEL
F508del corr = correctors of CFTR F508del function in bronchial epithelial cells; CFBE cells, YFP halide quenching; stimulated with forskolin plus potentiator P3; % fluorescence drop versus neutral controls; activity (quench increase), % at 7.58 µM; hit rate 0.36% among 350,000; AID 720511;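 active = mean added fluorescence quench of at least 8% versus neutral control, with both replicates also reaching 8%; inconclusive = only one of the mean or replicate conditions met; inactive = mean below 8% and not both replicates reaching 8%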;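 note: cells transiently co-express mutant CFTR-F508del with the halide-sensitive YFP; corrector assay measuring rescue of mutant channel to the surface after 24 h compound exposure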
* = called active by the depositor; ? = inconclusive; · = no result given; & = joins results of further samples; ! = a repeat was not active.

SMILES	PAX8 reporter	INS-1E GSIS act	XiGFP reactiv	EWS-Fli block	DENV2 CPE rescue	ARNT-TACC3 inh	ERp5 block	F508del corr
Cc1ccc(S(=O)(=O)N2CCCC2CNC(=O)c2ccccc2)cc1 (stereo not drawn)	11	13	0.0	0	2	4	-8	0.5
CC(=O)N1CCN(c2ccc(NC(=S)NC(=O)c3ccccc3)cc2)CC1	-20	14	0.2	·	·	-1	·	·
O=C1CCN(C(=O)c2ccc(Cl)cc2)N1	-5	-4	0.0	4	-14	-5	3	0.4
O=C(NC1CCCC1)N1CCCCN2[C@@H](CO)[C@H](c3ccc(-c4cncnc4)cc3)[C@@H]2C1	-23	16	0.2	-4	11	-4	4	-1.5
Cc1ccc(CNC(=O)C(=O)NCC2OCCN2S(=O)(=O)c2ccc(Br)cc2)cc1 (stereo not drawn)	32	-25	0.1	11	-2	-14	0	3.3
COc1ccc(OC(C)C(=O)NC2CCCCCCC2)cc1 (stereo not drawn)	3	10	-0.1	5	-6	4	0	0.9
Cc1cc(NS(=O)(=O)c2c(C(=O)N3CCOCC3)c(C)n(C)c2C)ccc1Br	-12	-7	0.1	5	3	0	3	0.2
COc1ccccc1NC(=O)N1CCCCN2[C@H](C1)[C@H](c1ccc(-c3ccc(C)cc3)cc1)[C@@H]2CO	9	-5	0.1	12	-11	-6	2	-3.6
CCOC(=O)C1CCCN(C(=O)Cc2ccc(OC)c(OC)c2)CC1 (stereo not drawn)	3	-5	0.1	1	-4	·	-4	0.3
CO/N=C/C(C#N)=C/c1ccc(OC)cc1	-118	9	0.0	-64	?	3	0	2.8
c1ccc(COc2cccc(-c3cc4nc(NCCN5CCOCC5)ccn4n3)c2)cc1	14	·	0.0	3	-10	·	1	-1.0
C[C@@H]1CN([C@H](C)CO)S(=O)(=O)c2ccc(C#CC3CC3)cc2O[C@H]1CN(C)C(=O)c1cccnc1	·	8	-0.4	-4	-7	23	5	-2.1
CC1CCC(N2CCN(c3ccc([N+](=O)[O-])cc3)CC2)CC1 (stereo not drawn)	-28	-13	0.1	0	?	7	4	0.0
Cc1cc(Cl)c2oc(C(=O)N(C)C3CCOC3)c(C)c2c1 (stereo not drawn)	-88	18	0.1	-94	9	7	2	-1.1
Cc1ccc(S(=O)(=O)N(C)C[C@H]2OCCCC[C@H](C)Oc3ccc(N(C)C)cc3C(=O)N([C@@H](C)CO)C[C@@H]2C)cc1	30	-17	0.0	34	6	14	0	-3.0
Clc1ccc(OCc2nn[nH]n2)cc1	8	-5	0.2	2	-5	-5	4	-2.8
CCC(=O)N1CC2(CCN(Cc3nccs3)CC2)c2c(n(C)c3cc(OC)ccc23)[C@H]1CO	·	2	0.2	9	5	·	-4	0.0
CCC(C)NCCOc1cc(C)cc(C)c1C (stereo not drawn)	-24	6	0.0	3	-2	2	0	3.4
OC(c1cccc(CN2CCCCC2)c1)c1ncc(-c2ccccc2Cl)[nH]1 (stereo not drawn)	9	-16	-0.1	1	7	·	5	-3.0
Cc1ccccc1S(=O)(=O)N1CC[C@@H]2[C@H](CO)N(C)c3ccc(C#Cc4ccc(F)cc4)cc3[C@@H]21	-7	1	0.1	8	-26	1	0	3.3

2 entries from above in a different format.
| smiles | PAX8 reporter | INS-1E GSIS act | XiGFP reactiv | EWS-Fli block | DENV2 CPE rescue | ARNT-TACC3 inh | ERp5 block | F508del corr |
| --- | --- | --- | --- | --- | --- | --- | --- | --- |
| CCC(C)NCCOc1cc(C)cc(C)c1C (stereo not drawn) | -24 | 6 | 0.0 | 3 | -2 | 2 | 0 | 3.4 |
| OC(c1cccc(CN2CCCCC2)c1)c1ncc(-c2ccccc2Cl)[nH]1 (stereo not drawn) | 9 | -16 | -0.1 | 1 | 7 | · | 5 | -3.0 |

Carrying on.
SMILES	PAX8 reporter	INS-1E GSIS act	XiGFP reactiv	EWS-Fli block	DENV2 CPE rescue	ARNT-TACC3 inh	ERp5 block	F508del corr
CC(C)CN(C(=O)c1cccc([N+](=O)[O-])c1)c1c(N)n(CC(C)C)c(=O)[nH]c1=O	1	17	-0.1	-5	3	-7	4	0.3
Nc1ccc2c3c(cccc13)-c1ccccc1-2	30	·	117*	-10	-4	-13	-9	-0.7
CCN1CCN(c2nnc(-c3ccc(F)cc3)c3ccccc23)CC1	17	7	0.4	-10	-4	-5	2	-3.6
O=C(c1ccc(S(=O)(=O)Cc2cc(F)ccc2F)c([N+](=O)[O-])c1)N1CCCC1	32	76*	0.0	21	2	-11	2	2.2
CCOc1cc(C2C3=C(CC(C)(C)CC3=O)N(C)C3=C2C(=O)CC(C)(C)C3)ccc1O	-11	3	0.0	10	1	4	1	2.4
CC(=O)c1cnc2nc(SCc3ccc(Cl)cc3)nn2c1C	9	23	0.3	-15	1	1	1	0.8
Cn1cnc(CCNC(=O)C[C@@H]2CC[C@H]3[C@@H](COC[C@H](O)CN3C(=O)Nc3ccccc3)O2)c1	-6	17	-0.1	3	1	2	-5	4.1
OCCNc1nc(N2CCOCC2)nc(N2CCOCC2)n1	7	-2	0.0	2	-1	-2	-2	-0.1
Fc1cccc(CN2[C@@H]3CNC[C@H]2C3c2ccc(-c3ccccc3)cc2)c1 (stereo partly drawn)	·	-16	0.2	·	-7	·	-9	0.4
O=C(Nc1ccccc1)N1CCC(C(=O)N(Cc2ccco2)Cc2cccs2)CC1	6	-22	·	·	·	2	-2	·
O=C1CCC2(CCCCC2)N1	-16	8	0.2	-2	-6	0	0	-1.1
O=C(C[C@H]1C[C@H]2c3cc(NC(=O)Cc4ccncc4)ccc3O[C@H]2[C@@H](CO)O1)NCc1cc(F)ccc1F	-9	5	0.1	20	2	9	4	-0.5
CCOc1cc(/C=N/NC(=O)c2nnn(-c3nonc3N)c2C)ccc1OCc1ccc(F)cc1	-1	7	0.0	9	-3	-4	-8	-2.6
CC(C)(CO)CN1CCC(n2nccc2NC(=O)C2CCOC2)CC1 (stereo not drawn)	3	0	0.0	3	-2	·	2	-2.0
Cc1cc(-n2c(C)cc(C(=O)CSc3[nH]c(=O)cc(C(F)(F)F)c3C#N)c2C)no1	-12	-15	0.0	-9	-1	3	0	-2.4
Cc1cc(C)c(CN2CCN(C(=O)Cn3ccc(N)nc3=O)CC2)c(C)c1	-23	11	-0.1	-3	3	1	3	1.4
CCOCCCNC(=O)CCC(=O)NNc1nc2ccccc2c2nc(-c3ccccc3)nn12	11	1	-0.1	13	0	-3	19	-1.7
CCNC(=O)[C@@H]1[C@@H](CO)[C@@H]2Cn3c(ccc(C4=CCCC4)c3=O)[C@@H]2N1C(=O)C1CC1	·	4	-0.2	2	1	3	1	·
CSCCC(NS(=O)(=O)c1ccccc1)C(=O)OCc1cc(=O)oc2cc(O)ccc12 (stereo not drawn)	12	21	-0.3	-3	-8	7	2	-0.1
NC(=NCCCCCCN=C(N)/N=C(\N)Nc1ccc(Cl)cc1)/N=C(\N)Nc1ccc(Cl)cc1	98*!	9	0.2&-0.1&-0.1	6&26&-5	?	21&1&10	6&-7&-4	12*!
Cc1cccc(C(C)C)c1NC(=O)COC(=O)CNS(=O)(=O)c1ccccc1	-11	7	0.0	1	-2	·	1	-2.5
Cc1ccc(C(=O)COc2ccccc2-c2ccccc2)cc1	13	-25	1.0	·	·	-8	·	·
COC(=O)[C@]12CCCCC=C1N(CCC1=CCCCC1)C(=O)[C@H](CC(=O)N1CCCCC1)C2	9	3	0.1	7	16	·	-1	1.5
Cn1c(Cn2c(=O)sc3ccccc32)nnc1SCC(=O)Nc1ccccc1F	-16	-4	-0.1	-3	-4	·	1	-5.2
O=C(NC1CC1)c1cc(Cl)nc2ccccc12	·	15	0.1	0	0	-1	-4	0.4
O=S1(=O)CCC(NC(=S)N2CCOCC2)C1 (stereo not drawn)	1	15	-0.1	-9	4	5	-8	·
O=C(N[C@@H]1CC[C@@H](CCn2cc(C3CCCC3)nn2)O[C@@H]1CO)c1cccnc1	-10	17	0.2	·	0	·	-7	-3.3
C[C@@H]1CN([C@H](C)CO)C(=O)Cc2cc(N(C)C)ccc2O[C@H]1CN(C)C(=O)Nc1ccccc1	-19	30	-1.3	-1	4	0	6	2.3
N#C[C@@H]1N[C@H](CO)[C@@H]1c1ccc(-c2cccc(F)c2)cc1	-47	2	0.1	-28	-1	7	-4	0.7
C[C@@H]1COc2cccc(N3CCSCC3)c2S(=O)(=O)N1	-16	3	0.0	-59	4	·	-2	-0.5
CS(=O)(=O)N1CCc2cc(C(=O)Nc3ccc(O)cc3)ccc21	-30	·	0.0	13	-1	5	5	-1.1
COC(=O)C1CN(C(=O)COc2ccccc2)c2ccccc2O1 (stereo not drawn)	-41	17	0.1	9	0	-4	1	-1.2
CCNC(=O)C[C@@H]1CC[C@@H]2[C@H](COc3ccc(NC(=O)c4cccs4)cc3C(=O)N2C)O1	-5	1	0.0	-3	4	-4	-3	0.2
Cc1cc(-c2n[nH]c(=S)n2/N=C/c2cccc(O)c2)n[nH]1	-18	6	0.7	5	11	5	-5	0.2
CN=C(Nc1cc(C)nn1-c1ccccc1)c1ccccc1F	·	-27	·	4	-1	-4	3	-2.3
CCCc1ccc(S(=O)(=O)N2CCN(C(C)C(=O)NCc3ccc(OC)cc3)CC2)cc1 (stereo not drawn)	-3	·	0.1	9	2	19	0	3.1
CN(C)C(=O)c1ccc(-c2cc(C(F)(F)F)nn2C)s1	-108	-3	-0.1	-98	-2	·	-3	-3.4
Cc1nn(-c2ccccc2)c2ncc(C(=O)c3cc(Cl)ccc3O)cc12	5	-29	?	·	·	-6	·	·
COc1ccc2c(C)cc(Sc3nnnn3-c3ccccc3)nc2c1	1	-7	0.3	·	·	-6	·	·
COC(=O)c1ccc(OS(=O)(=O)c2ccc(NC(C)=O)cc2)cc1	0	-20	0.1	8	1	-4	3	·
O=C(NNc1c(F)c(F)cc(F)c1F)c1cc2ccccc2oc1=O	-47	3	0.2	-49	-1	-16	4	-1.8
COc1cccc(CNC(=O)c2ccccc2C(=O)NC(C)(C)C(=O)NCc2cccc(OC)c2)c1	11	10	0.5	·	0	-3	-3	-0.7
CCCCn1c(=O)c(CCC(=O)OCC(=O)Nc2ccc(F)c(Cl)c2)nc2ccccc21	18	-7	0.0	·	·	-3	·	·
COc1ccc2c(C(=O)c3ccc(C)cc3)n(Cc3ccc(C(N)=O)cc3)[n+]([O-])c2c1	-68	-6	-0.1	-132	?	-6	2	-0.8
C[C@H]1CN([C@@H](C)CO)C(=O)c2cccc(NC(=O)Nc3cccc4ccccc34)c2O[C@H]1CN(C)C(=O)NC1CCCCC1	19	1	0.1	5	6	4	-2	1.9
CC(=O)c1c(C)[nH]c(C(=O)CN2C(=O)NC(C)(C)C2=O)c1C	-6	29	0.1	-1	0	-2	6	1.5
CCOc1ccc(N(CC(=O)Nc2ccc(OC)cc2)S(=O)(=O)c2c(C)noc2C)cc1	-4	-14	0.1	-4	2	-5	2	-3.5
c1ccc(-c2n[nH]c3ccccc23)cc1	·	-7	·	-6	-5	-4	5	-1.1
C=CCn1c(=O)c2ccccc2n2c(SC(C)C(N)=O)nnc12 (stereo not drawn)	5	23	-0.1	4	?	-2	0	0.8
COc1cccc(CNC(=O)[C@@H]2[C@@H](CO)[C@@H]3Cn4c(ccc(-c5cccnc5)c4=O)[C@@H]3N2C)c1	1	0	0.1	1	·	·	·	0.2
COC(=O)c1ccc(C(=O)OC)c(NC(=O)C(C)C)c1	-4	12	0.0	3	16	-5	1	-2.8
COc1cccc(OC)c1OCCCNC1CCCC1	19	6	0.0	19	?	20	0	-2.4
CC1=Nc2cccc([N+](=O)[O-])c2NC(=O)C1	2	10	0.0	6	0	-5	5	0.6
